Screening data as filed in PubChem BioAssay.
PglD DTNB – PglD (C. jejuni) enzyme inhibition; purified PglD enzyme, DTNB colorimetric CoA detection; inhibition, % at 12.5 µM; AID 602405; actives 0.098% (n = 360,000); in the data active = inhibition above about 16%, passing the limit was not always enough; inconclusive = no clear call, values can overlap the other calls; note: strong numbers were not always called active
ERp5 inh – ERp5 (human) disulfide isomerase inhibition; Q15084; actives 0.05% (n = 350,000); AID 651711; ERp5 insulin aggregation, absorbance 650 nm, 90 min; inhibition, % at 9.99 µM;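 active = mean replicate inhibition above about 25%, with every replicate also reaching it, limit read from the data, passing the limit was not always enough; inconclusive = only one of those two criteria met; inactive = neither criterion met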
Target sequence (Q15084 whole entry, looked up): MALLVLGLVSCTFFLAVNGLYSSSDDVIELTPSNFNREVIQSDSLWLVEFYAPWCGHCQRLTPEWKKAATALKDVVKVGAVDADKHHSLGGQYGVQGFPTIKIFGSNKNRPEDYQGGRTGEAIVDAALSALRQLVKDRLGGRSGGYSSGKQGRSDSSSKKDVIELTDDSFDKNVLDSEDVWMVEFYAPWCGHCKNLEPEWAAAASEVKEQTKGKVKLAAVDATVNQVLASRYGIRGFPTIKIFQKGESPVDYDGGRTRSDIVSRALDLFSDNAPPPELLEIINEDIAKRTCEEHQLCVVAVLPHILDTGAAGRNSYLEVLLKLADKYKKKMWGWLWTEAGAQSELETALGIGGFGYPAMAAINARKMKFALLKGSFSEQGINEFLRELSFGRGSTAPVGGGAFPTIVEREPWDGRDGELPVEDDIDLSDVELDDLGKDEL
RAD52 anneal inh – RAD52 (human) annealing inhibition | P43351 | actives 0.46% (n = 360,000) | recombinant RAD52 DNA annealing, FRET fluorescence | inhibition, % at 18.7 µM | AID 651710;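 active = every replicate showing at least 50% inhibition; inconclusive = mean inhibition at least 50% but not in every replicate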
Target sequence (P43351 whole entry, looked up): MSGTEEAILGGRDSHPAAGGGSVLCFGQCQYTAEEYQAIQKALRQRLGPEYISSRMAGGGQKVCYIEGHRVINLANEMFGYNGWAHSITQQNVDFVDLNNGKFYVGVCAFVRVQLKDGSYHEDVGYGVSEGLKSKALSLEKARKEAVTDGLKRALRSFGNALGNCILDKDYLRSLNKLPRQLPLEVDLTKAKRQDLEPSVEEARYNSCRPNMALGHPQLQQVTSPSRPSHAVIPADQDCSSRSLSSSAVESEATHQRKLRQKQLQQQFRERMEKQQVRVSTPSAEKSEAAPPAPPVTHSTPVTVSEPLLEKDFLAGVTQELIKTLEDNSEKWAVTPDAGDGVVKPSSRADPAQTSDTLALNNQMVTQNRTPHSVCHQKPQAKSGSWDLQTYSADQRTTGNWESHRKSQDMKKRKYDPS
Casp6 inh – caspase-6 (human) enzyme inhibition; purified caspase-6, Z-VEID-R110 cleavage fluorescence; inhibition, % at 12.5 µM; P55212; actives 0.53% (n = 350,000);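 active = mean inhibition across replicates at least about 35%, with every replicate also reaching that limit, limit read from the data; inconclusive = only one of the two criteria met; inactive = neither criterion met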;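 note: 0% = median of neutral control wells and 100% = no fluorescence left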
E-selectin induc – induces E-selectin expression in human endothelial cells; P16581; HUVEC E-selectin immunofluorescence imaging; normalized: neutral wells 0, TNF-alpha wells 100; activation, % at 7.58 µM; actives 0.37% (n = 260,000); AID 686992;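 active = mean E-selectin-positive cell signal at least 10% of the positive control, reached in at least 60% of replicates, without over 20% cell loss; inconclusive = no rule given, readout overlaps actives, possibly toxicity-flagged; inactive = the rest, including those meeting only one limit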;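 note: in these data hits start at about 27%; measured in HUVEC primary endothelial cells; signal is the percent of cells scored E-selectin positive by PE staining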
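System: HUVEC / Compound: single concentration / Signal: immunofluorescence imaging / Read-out: percent E-selectin-positive cells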
RAD54 branch – RAD54 (human) branch migration inhibition. Q92698. RAD54 Holliday junction branch migration, FAM/BHQ fluorescence. inhibition, % at 10.4 µM. actives 0.14% (n = 360,000). AID 602329;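 active = mean normalized replicate activity at least 40 and at least half of replicates scoring 40 or more; inconclusive = only one of the two criteria met; inactive = mean below 40 and under half of replicates reaching 40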;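 note: 0% = median of neutral control wells and 100% = median of positive control wells; inhibitors cause a drop in the FAM fluorescence signal; in these data hits start at about 50%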
esBAF inh – blocks esBAF chromatin remodeling in mouse ES cells; Bmi1-luciferase knock-in reporter, 24 h; 100% = twice the neutral-well signal; reporter increase, % at 12.5 µM; actives 2% (n = 350,000); AID 602393; in the data active = activation above about 40%; inconclusive = no clear call, values can overlap the other calls;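 note: 0% = median of the plate's neutral control wells and 100% = double that signal; a rise in the Bmi1 reporter signal indicates esBAF inhibition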
ARNT-TACC3 inh – disrupts binding between human ARNT and TACC3 | Q9Y6A5 | AlphaScreen His-ARNT PAS-B/GST-TACC3 binding, luminescence; TACC3 fragment carries E629A point mutation | actives 0.66% (n = 390,000) | inhibition, % at 9.99 µM;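 active = mean inhibition of replicates at least 50% and at least half of replicates each reaching 50%; inconclusive = half or more replicates reach 50% but mean below 50%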;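 note: 0% = complete ARNT plus TACC3 wells and 100% = ARNT alone without TACC3; many hits fall short of the cut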
The depositor's hits bear a star; ? = inconclusive; . = no result given; & = joins results of further samples.

SMILES	PglD DTNB	ERp5 inh	RAD52 anneal inh	Casp6 inh	E-selectin induc	RAD54 branch	esBAF inh	ARNT-TACC3 inh
CC(C)NC(=O)N1[C@H](CN(C)C(=O)c2ccccc2)[C@@H](c2ccccc2)[C@@H]1CO	-1	1	-14	0	0.1	3	-2	-3
Cc1ccc(N(CC(=O)NCCSc2nc3ccccc3s2)S(=O)(=O)c2ccccc2)c(C)c1	0	4	-16	-2	.	3	.	-3
O=c1ccsc2ccccc12	-7	9	-29	6	-0.9	0	-1	.
CCCCC1(C)NC(=O)N(CC(=O)Nc2cc(S(=O)(=O)N3CCOCC3)ccc2Cl)C1=O (centres undefined)	-2	6	-17	6	.	-2	-1	4
CC1(C)C(=O)Nc2ccccc2N1C(=O)COC(=O)CSc1ccc(F)cc1	1	5	-8	3	0.6	8	-1	-9
O=C(c1ccc(F)cc1)N1CCC(C(=O)N2CCN(Cc3ccc4c(c3)OCO4)CC2)CC1	-3	3	-4	-157	1.6	11	1	-22
CCc1ccc(NC(=O)c2cnn(-c3ccccc3)c2C2CCNCC2)cc1	.	-1	-11	-3	.	.	.	-10
CNC[C@H]1Oc2c(NC(=O)c3cc(C)nn3C)cccc2C(=O)N([C@H](C)CO)C[C@@H]1C	-10	-4	1	2	.	-4	-2	-8
COC(=O)C1CCN(C(c2cccs2)c2sc3nc(C)nn3c2O)CC1 (centres undefined)	-1	5	-12	-2	0.1	0	4	-5
O=C(Oc1ccccc1)Oc1ccc2c(c1)oc(=O)c1ccccc12	2&-4	.	.	.	.	9&30	8	-20&0
O=C1CC(NS(=O)(=O)c2cc(F)ccc2F)CN1c1cccc(F)c1 (centres undefined)	.	3	-13	37*	-0.8	.	3	-1
COc1ccc(S(=O)(=O)Nc2ccc3c(c2)C(=O)N([C@@H](C)CO)C[C@H](C)[C@H](CN(C)C(=O)Nc2cccc4ccccc24)OCCCC[C@@H](C)O3)cc1	.	5	-18	1	0.0	.	.	.
CCOC(=O)C1CCCN(S(=O)(=O)c2ccc3c(c2)CC(C)N3C(=O)C2CC2)C1 (centres undefined)	0	0	-5	0	.	8	3	-2
COc1ccc(S(=O)(=O)Nc2ccc3c(c2)CC(=O)N([C@@H](C)CO)C[C@H](C)[C@@H](CN(C)S(=O)(=O)c2cn(C)cn2)O3)cc1	0	-6	-11	.	0.1	0	0	-2
CCC(C)NC(=O)c1ccc(N2CC3CC(C2)c2cccc(=O)n2C3)c(NC(=O)c2ccc(Br)o2)c1 (centres undefined)	-1	-2	-9	-7	.	-9	9	-12
O=S1(=O)C=C[C@@H](CO)N1Cc1ccc(Br)cc1	2	-3	4	1	0.0	4	1	.
CC(CCc1ccccc1)NC(=O)C(Cc1ccccc1)NC(N)=O (centres undefined)	-4	3	-19	-2	.	-7	-4	-3
COc1cc(CN2CCC(C(=O)N3CCN(c4ccccc4F)CC3)CC2)cc(OC)c1OC	-6	.	.	.	0.6	0	2	-4
O=C(NC1CC2CCCC(C1)N2C(=O)Nc1ccccc1)c1ccncc1 (centres undefined)	2	.	.	.	.	-13	-3	-1
CC(=O)N1[C@@H](CO)[C@@H](c2ccc(-c3ccc(C#N)cc3)cc2)C12CN(C(=O)C1CC1)C2	.	-2	-16	4	0.0	.	.	.
COc1cc(-c2nn3c(COc4ccccc4)nnc3s2)cc(OC)c1OC	0	.	.	.	.	3	4	-7
Cc1cccc(NC(=O)CCNS(=O)(=O)c2cccc3nonc23)c1	-2	1	-16	0	.	4	-1	5
O=C(Nc1ccc(C(=O)N2CCC(N3CCCC3)CC2)cc1)c1ccc(Br)o1	-2	.	.	.	.	2	-2	-7
C[C@@H]1CCCCO[C@H](CN(C)C(=O)C2CCCCC2)[C@H](C)CN([C@@H](C)CO)C(=O)c2cc(NC(=O)NC3CCCCC3)ccc2O1	6	-2	11	-4	.	-2	-1	.
CCOc1ccccc1Nc1ccc(C(=O)O)cc1N	6	0	-26	32	0.0	-4	2	0

Remaining list, next part
SMILES	PglD DTNB	ERp5 inh	RAD52 anneal inh	Casp6 inh	E-selectin induc	RAD54 branch	esBAF inh	ARNT-TACC3 inh
Cc1ccccc1CSc1nccn1-c1ccccc1	-3	.	.	.	.	-7	1	21
CCOC(=O)c1cc2sc(C)cc2n1CC(=O)NCCc1ccccc1	0	4	-5	-1	.	-1	-5	0
Cc1ccc(C)c(OCC(=O)O/N=C(\N)c2ccccn2)c1	-2	.	.	.	.	-23	72*	-5
O=C(N[C@@H]1CC[C@@H](CCNS(=O)(=O)c2cccc(Cl)c2)O[C@@H]1CO)c1ccc(F)cc1	-1	3	-43	2	-0.1	-3	4	-4
O=[N+]([O-])c1ccccc1S(=O)(=O)Nc1cccc(S(=O)(=O)N2CCCC2)c1	1	5	-5	-1	-0.2	-4	-5	2
CCn1ccc(C(=O)Nc2sc3c(c2C(=O)OC)CCC3)n1	1	-4	-14	3	1.1	1	7	-6
CCS(=O)(=O)N1CCCC(C(=O)NCCCOC(C)C)C1 (centres undefined)	4	.	.	.	.	3	-6	-7
CC(=O)N[C@@H]1CC[C@@H](CC(=O)NCc2ccc(Cl)cc2)O[C@@H]1CO	8	6	7	3	-0.1	-10	2	-11
CC(C)OC(=O)NC(C)(C)COC(=O)Nc1cccc(Cl)c1	4	.	.	.	.	6	-3	16
CC(C)n1c(N)c(C#N)c2ccc([N+](=O)[O-])cc2c1=O	3	3	-41	5	-0.3	-10	.	-5
O=C(COC(=O)c1ccc(S(=O)(=O)N2CCCC2)cc1)NCCc1ccc(F)cc1	4	-3	-10	5	-0.4	-5	-2	1
CCOc1ccc(C(=O)N2CCCC(c3nc(-c4cccs4)no3)C2)cc1 (centres undefined)	1	-5	-4	-2	-1.2	7	-10	-3
Cc1cc(C)c(NC(=O)COC(=O)C2CCN(c3ccc(C(F)(F)F)cn3)CC2)c(Cl)c1	2	-2	-6	-2	0.0	15	1	6
C[C@H](CO)N1C[C@H](C)[C@@H](CN(C)Cc2ccccc2)Oc2ccc(NS(=O)(=O)c3ccc(F)cc3)cc2C1=O	0	-10	4	-1	-0.1	5	1	-8
O=C(C[C@H]1C=C[C@H](NC(=O)C2CC2)[C@@H](CO)O1)NCCCN1CCOCC1	2	-4	2	8	-0.6	-7	-5	-8
CCOc1ccc(C(=O)Nc2cc(C)ccn2)cc1	-4	-1	-3	5	.	-4	-57	-4
COc1ccc(/C=N/NC(=O)c2cc[n+]([O-])cc2)cc1OC	2	.	.	.	.	1	-6	18
CCCCCn1nc(C(=O)OCc2nnc(-c3ccccc3)o2)c2ccccc2c1=O	4	2	-5	1	0.0	-7	0	-1
Clc1ccc(CSc2nnc(CN3CCOCC3)n2-c2ccccc2)cc1Cl	11	.	.	.	.	1	4	3
Cc1noc(C)c1NC(=O)Nc1ccc2c(c1)C(=O)N([C@H](C)CO)C[C@H](C)[C@@H](CN(C)Cc1ccc(-c3ccccc3)cc1)O2	-2	-1	16	-2	-4.0	9	2	-2
CN(CC(=O)Nc1c(Cl)cccc1Cl)C(=O)c1ccncc1	-4	4	-3	-2	.	-1	0	-11
CN(CC(=O)Nc1ccc(F)c(F)c1F)C(=O)CCN1C(=O)C2CCCCC2C1=O (centres undefined)	-2	-2	1	-1	.	-5	-4	-13
Cc1c(C)c2cc(Cl)c(O)c(CN(C)C)c2oc1=O	-7	.	.	.	.	4	-3	-6
O=C(C[C@@H]1CC[C@H]2[C@@H](COC[C@H](O)CN2C(=O)c2ccncc2)O1)NCc1ccc(-c2ccccc2)cc1	0	-1	-10	20	0.0	0	-1	8
O=C(Nc1ccc(Br)cc1)c1cccc(N2C(=O)C3CCCCC3C2=O)c1 (centres undefined)	-6	-1	-18	-2	0.0	-3	1	-2

Just ERp5 inh and E-selectin induc, for some of the entries so far:
Structure,ERp5 inh,E-selectin induc
Cc1cc(C)c(NC(=O)COC(=O)C2CCN(c3ccc(C(F)(F)F)cn3)CC2)c(Cl)c1,-2,0.0
C[C@H](CO)N1C[C@H](C)[C@@H](CN(C)Cc2ccccc2)Oc2ccc(NS(=O)(=O)c3ccc(F)cc3)cc2C1=O,-10,-0.1

New compounds follow:
SMILES	PglD DTNB	ERp5 inh	RAD52 anneal inh	Casp6 inh	E-selectin induc	RAD54 branch	esBAF inh	ARNT-TACC3 inh
CCCCOc1ccc(C(=S)N2CCC(C(N)=O)CC2)cc1	.	10	-9	-2	.	.	.	-5
CCCNC(=O)N1C[C@H](C)[C@H](OC)CN(C)C(=O)c2cc(NS(=O)(=O)CC)ccc2OC[C@@H]1C	3	4	4	-1	-0.1	-6	-10	-2
COC(=O)c1cccc(Cn2nnc3ccccc3c2=O)c1	1	.	.	.	.	13	0	-3
CCN(CC)C(=O)CSc1nc2ccccc2c(=O)n1CC1CCCCC1	4	.	.	.	.	-9	4	-6
O=C(COC(=O)Cn1cnc2ccccc21)Nc1ccc(OC(F)F)cc1	3	0	0	-1	.	-9	2	1
CCOC(=O)N1CCC(NC(=O)c2cc3c(-c4ccc(Cl)cc4)nn(C)c3s2)CC1	1	-1	-8	0	.	2	0	-1
Cc1ccc(-c2noc(CCC(=O)NC3CC3)n2)cc1	-2	2	-5	3	0.0	-6	12	-14
CCCCOC(=O)/C=C\C(=O)OCCCC	-1	-3	2	-4	.	2	-12	-6
CCOC(=O)C1=C(N)Oc2cc(C)n(CCc3ccc(OC)c(OC)c3)c(=O)c2C1c1cccnc1 (centres undefined)	6	.	.	.	.	7	-1	10
COc1ccc(CCNC(=O)CSc2n[nH]c(N)n2)cc1	-4	0	-5	0	-0.1	-3	-3	-2
C[C@@H]1CN([C@H](C)CO)C(=O)c2cc(Br)cnc2O[C@@H]1CN(C)CC1CCOCC1	-1	.	.	.	.	-5	4	-9
CC(=O)N1[C@H](CO)[C@@H](c2ccccc2)[C@H]1CN(C(=O)NC(C)C)C1CCCC1	2&-3	0&6	-3&-8	-4	0.3	-1&0	-2&0	-3&-4
N=c1oc2ccc3ccccc3c2cc1-c1nc(-c2ccccc2)cs1	3	-6	-402	1	.	1	2	.
CCOC(=O)N1CCN(C(=O)CSc2nnc(COc3ccc(Cl)cc3)o2)CC1	-1	-2	-9	0	2.8	-6	8	-8
Cc1cccc(NC(=O)[C@@H]2CCCN2S(=O)(=O)c2ccc(Cl)cc2)c1	-1	2	-22	1	.	6	0	-6
CCN(CC)CCN1C(=O)C(=O)/C(=C(/O)c2cnn(-c3ccccc3)c2C)C1c1ccc(C)o1 (centres undefined)	0	.	.	.	.	-12	?	-4
Cn1ncc(C#N)c1/N=C/N1CCOCC1	1	.	.	.	1.4	-7	-4	-2
O=C(c1ccc(Cl)cc1)N1CCCC(c2ccccc2)=N1	-1	.	.	.	.	1	9	8
CC(C)(C)NC(=O)C(=O)N/N=C/c1ccc(F)cc1	.	-1	-4	0	.	.	.	-6
C[C@@H]1CN([C@H](C)CO)C(=O)c2cccc(NS(=O)(=O)c3ccccc3)c2O[C@H]1CN(C)Cc1ccc(Oc2ccccc2)cc1	3	0	7	-3	-0.1	3	-2	5
O=C(NCC1CCCO1)c1ccccc1-c1nc(-c2ccccc2)no1 (centres undefined)	-2	.	.	.	.	-6	13	0
CC(=O)N1[C@H](CO)[C@@H](c2ccc(-c3ccccc3)cc2)[C@H]1CNC(=O)C1CC1	-1	.	.	.	0.4	4	-4	-2
Cc1cc(C(c2nnnn2Cc2ccccc2)N2CCOCC2)c(C)n1-c1ccc2c(c1)OCO2 (centres undefined)	4	.	.	.	.	-9	35	-4
COc1ccc(C(=O)Nc2cc(C)nn2-c2ccc(C)cc2)cc1	1	1	-4	2	1.8	-11	0	0
C[C@@H]1CN([C@@H](C)CO)S(=O)(=O)c2ccc(C#CC3CC3)cc2O[C@H]1CN(C)C(=O)c1ccccn1	1	-1	-12	0	0.7	4	1	0
COc1ccc(OC)c(C(=O)Cn2c3[n+](c4ccc(C(F)(F)F)cc42)CCCCC3)c1	-2	2	-4	-1	.	-3	1	3
